High-throughput results from PubChem.
NCI-60 one-dose screen, 48 h, at 10 µM unless noted. Numbers give growth in % (100 = growth as untreated, 0 = no growth, -100 = all killed).
SK-OV-3: SK-OV-3 ovarian cancer cells. hit rate 3.2% among 80,000
SF-268: SF-268 CNS cancer cells. hit rate 3.1% among 82,000
OVCAR-5: OVCAR-5 ovarian cancer. hit rate 2.9% among 82,000
OVCAR-4: OVCAR-4 ovarian cancer cells; AID 1794784; hit rate 3.7% among 80,000
DU-145: DU-145 prostate cancer. hit rate 4.2% among 81,000. AID 1794760
U251: U251 CNS tumor cells; hit rate 5.4% among 80,000
OVCAR-3: OVCAR-3 ovarian cancer; hit rate 7% among 79,000; AID 1794787
OVCAR-8: OVCAR-8 ovarian cancer. hit rate 4.4% among 81,000
PC-3: PC-3 prostate cancer cells; hit rate 3.9% among 80,000; AID 1794754
* hit, by the source's call; · = not tested or not shown. Rule for the calls: active = growth percent below 10; inactive = the rest.

Every second line gives: SK-OV-3	SF-268	OVCAR-5	OVCAR-4	DU-145	U251	OVCAR-3	OVCAR-8	PC-3
CCOC(=O)Cc1cnn(C)c1-n1nnc2ccccc2c1=O
    102	103	98	103	109	103	93	102	88
C=C1CC[C@@H]2C(C)(C)[C@@H](O)CC[C@@]2(C)[C@@H]1COc1ccc2ccc(=O)oc2c1
    112	78	117	68	92	76	78	83	50
CS(=O)(=O)CC(=N\N)/C(CS(C)(=O)=O)=N/N
    156	115	106	141	114	106	122	109	95
Cn1ccc2c1-c1c(cc(S(=O)(=O)c3ccccc3)c(=O)n1C)CCC2
    103	103	102	110	112	99	109	103	92
O=C1c2cccc3cccc(c23)C(=O)N1N1C(=O)c2cccc3c(N4CCN(c5ccccc5)CC4)ccc(c23)C1=O
    90	97	101	97	107	99	101	97	88
COc1cccc(CNC(=O)c2ncoc2-c2ccc3c(c2)OCCO3)c1
    103	102	99	104	114	98	111	97	103
CCCN(CCC)CC(O)c1cc2cc(C(F)(F)F)cc(C(F)(F)F)c2c2ccccc12 (stereo not given)
    86	93	75	·	66	76	106	98	72
Clc1ccc(N2N=C(c3cccc(Nc4ccncc4)c3)CC2c2ccc3c(c2)OCO3)cc1 (stereo not given)
    55	63	74	45	42	5.9*	24	27	31
CCOc1ccc(/C=C2\NC(=S)NC2=O)cc1
    102	105	126	106	112	105	99	109	89
CCOC(=O)NC(NC(=O)OCC)C(Cl)CC (stereo not given)
    122	108	108	96	109	98	113	100	90

Following part
Every second line gives: SK-OV-3	SF-268	OVCAR-5	OVCAR-4	DU-145	U251	OVCAR-3	OVCAR-8	PC-3
O=C(CC(=O)c1ccccn1)c1ccccc1
    102	66	94	80	79	49	80	71	80
N#Cc1c(-c2cccnc2)nc(N=Nc2c(O)[nH]c3ccc(Br)cc23)[nH]c1=O
    111	98	102	116	113	108	106	100	100
NS(=O)(=O)c1cccc(Nc2nc(SCC(=O)c3ccc(Cl)cc3)nc3c2CCC3)c1
    96	83	103	96	98	64	·	83	94
CC/C(Cc1ccccc1)=C(/c1ccc(O)cc1)c1ccc(OCCN2CCCCC2)cc1
    83	81	99	79	84	65	77	89	74
COc1cc(CN(c2ccc(Cl)cc2)C2OC(=O)c3ccccc32)cc(OC)c1OC (stereo not given)
    63	68	63	75	84	36	49	75	63
CCCC(c1nnnn1C1CCCCC1)N1CCN(C(=O)c2ccco2)CC1 (stereo not given)
    79	61	89	·	70	50	25	86	54
CCC1(CC)COP(=O)(OCCN2C(=O)C3C4C=CC(C4)C3C2=O)OC1 (stereo not given)
    110	101	96	105	115	98	106	100	90
CCc1cccc2c1S/C(=C/c1ccc(F)cc1)C2=O
    96	97	110	93	107	99	109	104	95
O=C1c2ccccc2-c2ccc([N+](=O)[O-])cc21
    107	103	108	116	115	104	121	102	113
O=C1CCC(NNc2cc(F)ccc2F)N1 (stereo not given)
    96	88	110	118	104	97	98	98	88

Single records, as listed above:
Clc1ccc(N2N=C(c3cccc(Nc4ccncc4)c3)CC2c2ccc3c(c2)OCO3)cc1 (stereo not given) as listed: SK-OV-3 = 55; SF-268 = 63; OVCAR-5 = 74; OVCAR-4 = 45; DU-145 = 42; U251 = 5.9*; OVCAR-3 = 24; OVCAR-8 = 27; PC-3 = 31
C=C1CC[C@@H]2C(C)(C)[C@@H](O)CC[C@@]2(C)[C@@H]1COc1ccc2ccc(=O)oc2c1 as listed: SK-OV-3 = 112; SF-268 = 78; OVCAR-5 = 117; OVCAR-4 = 68; DU-145 = 92; U251 = 76; OVCAR-3 = 78; OVCAR-8 = 83; PC-3 = 50

Continued:
Every second line gives: SK-OV-3	SF-268	OVCAR-5	OVCAR-4	DU-145	U251	OVCAR-3	OVCAR-8	PC-3
SC(c1ccccc1)(c1ccccc1)c1ccccc1
    108	·	102	102	·	102	·	101	102
O=C(NCc1ccccc1)C(=O)c1cn(CCCn2cc(C(=O)C(=O)NCc3ccccc3)c3ccccc32)c2ccccc12
    ·	113	109	·	119	105	116	105	90
Cc1ccc(S(=O)(=O)Nc2ncc(-c3nc4ccccc4[nH]3)c(N)n2)cc1
    104	101	106	105	111	96	104	99	104
COCC(O)CN1CCN(Cc2ccc(OC)cc2)CC1 (stereo not given)
    103	104	94	115	118	104	131	125	110
COc1ccc(N2N=C(c3ccc4c(c3)OCO4)CC2c2cccc(NC(=O)CCCNS(=O)(=O)c3ccc(Cl)cc3)c2)cc1 (stereo not given)
    85	56	94	69	92	64	98	80	45
CCOC(=O)c1ccc(NC(=O)Nc2cnn(-c3ccc(S(N)(=O)=O)cc3)c2-c2ccc(OC)cc2)cc1
    104	98	110	104	110	89	107	92	94
O=C(/C=C/C12c3ccccc3C(c3ccccc31)C1C(=O)N(c3ccc(C(=O)c4ccccc4)cc3)C(=O)C12)c1ccc(Br)cc1 (stereo not given)
    ·	80	80	84	103	81	72	70	61
C[C@H](c1nc2ccc(C#N)cc2[nH]1)[C@H]1CC[C@H]2[C@@H]3CCC4=CC(=O)CC[C@]4(C)[C@H]3CC[C@]12C
    80	79	85	46	69	65	72	80	28
CC(C)Cc1ccc(C(C)C(=O)OCc2ccc(Cn3c(=O)sn(CCCCl)c3=O)cc2)cc1 (stereo not given)
    110	105	105	98	104	93	119	102	97
COC(=O)C1=C(C)NC(C)=C(C(=O)OCCN(C)Cc2ccccc2)C1c1cccc([N+](=O)[O-])c1 (stereo not given)
    94	81	·	90	108	75	70	72	31

An excerpt from above in order of number of heavy atoms, smallest number first:
Every second line gives: SK-OV-3	SF-268	OVCAR-5	OVCAR-4	DU-145	U251	OVCAR-3	OVCAR-8	PC-3
C[C@H](c1nc2ccc(C#N)cc2[nH]1)[C@H]1CC[C@H]2[C@@H]3CCC4=CC(=O)CC[C@]4(C)[C@H]3CC[C@]12C
    80	79	85	46	69	65	72	80	28
CCOC(=O)c1ccc(NC(=O)Nc2cnn(-c3ccc(S(N)(=O)=O)cc3)c2-c2ccc(OC)cc2)cc1
    104	98	110	104	110	89	107	92	94
O=C(NCc1ccccc1)C(=O)c1cn(CCCn2cc(C(=O)C(=O)NCc3ccccc3)c3ccccc32)c2ccccc12
    ·	113	109	·	119	105	116	105	90

(continued)
Every second line gives: SK-OV-3	SF-268	OVCAR-5	OVCAR-4	DU-145	U251	OVCAR-3	OVCAR-8	PC-3
O=c1[nH]c2ccccc2c(O)c1/C=N/C(=S)NC1CCCCC1
    99	99	97	99	·	101	99	106	96
C/C(=N\N1C(=O)c2ccccc2NC1c1cccc([N+](=O)[O-])c1)c1c(O)cc(C)oc1=O (stereo not given)
    103	102	111	104	117	104	115	102	92
O=c1ccc(-c2ccc(F)cc2F)nn1Cc1nc2ncccc2o1
    ·	100	108	106	106	96	113	102	96
COc1ccc(/C=c2\sc3n(c2=O)C(c2cc(OC)c(OC)c(OC)c2)C=C(c2ccc(OC)c(OC)c2)N=3)cc1 (stereo not given)
    103	94	·	74	113	94	110	100	92
COc1ccc(C2[C@@H](c3ccccc3)C(=O)N2c2cc(OC)c(OC)c(OC)c2)cc1F (stereo not given in full)
    4.9*	31	65	59	11	7.2*	9.3*	1.9*	24
O=C(O)c1ccc(N/C=C/C(=O)c2cc3ccccc3oc2=O)cc1
    93	94	106	95	108	101	97	107	96
CCOc1ccccc1-c1cc(-c2ccc(C)s2)c(C#N)c(=O)[nH]1
    85	82	94	67	94	85	91	90	78
FC(F)(F)c1ccc(-c2nc(CSc3nc4ccccc4s3)no2)cc1
    94	92	108	113	104	100	97	111	92
O/N=C/c1ccc(Cl)cc1Cl
    117	105	100	114	115	116	106	155	89
COc1ccc(C[n+]2cc([O-])on2)cc1
    113	103	117	104	109	99	97	104	109

Continued.
Every second line gives: SK-OV-3	SF-268	OVCAR-5	OVCAR-4	DU-145	U251	OVCAR-3	OVCAR-8	PC-3
CC(C)(C)C1CCc2[nH]c(=O)c(C#N)c(C#N)c2C1 (stereo not given)
    95	99	115	99	106	103	101	107	95
COc1cc(NCC(=O)Nc2cc(Nc3cccc(F)c3)ncn2)c(Cl)c(OC)c1Cl
    98	98	100	111	101	104	103	92	102
Nc1nc(CC(=O)NCc2ccccc2)nn1C(=O)c1ccc(Cl)cc1
    113	117	106	104	128	108	117	107	104
O=C(Cn1cc(CN2C(=O)c3ccccc3S2(=O)=O)nn1)Nc1ccc(F)cc1F
    76	95	110	99	103	·	104	102	102
CCc1cc2n(n1)-c1ncc(C(F)(F)F)cc1Oc1ccccc1-2
    102	92	101	91	98	89	100	97	88
CC(C)CC1C(=O)N2CCC[C@H]2C2(O)O[C@](NC(=O)C3C=C4c5cccc6[nH]c(Br)c(c56)C[C@H]4N(C)C3)(C(C)C)C(=O)N12 (stereo not given in full)
    ·	56	70	41	84	53	61	63	20
Clc1ccc(/C=C/c2nc3ccccc3nc2N2CCN(c3ccccc3)CC2)cc1
    101	107	106	111	113	102	122	104	100
C#CC(O)c1cn(Cc2ccccc2)c2ccccc12 (stereo not given)
    84	92	96	102	108	93	101	99	80
O/C(C=Nc1ccccc1)=C\C=C\Nc1ccccc1
    104	104	101	85	·	94	103	88	78
O=C(Nc1ccc(NC(=O)c2cc(S(=O)(=O)Nc3ccc(C(F)(F)F)cc3)c(O)c(O)c2O)cc1)c1cc(S(=O)(=O)Nc2ccc(C(F)(F)F)cc2)c(O)c(O)c1O
    96	90	119	113	106	94	102	100	104

(cont.)
Every second line gives: SK-OV-3	SF-268	OVCAR-5	OVCAR-4	DU-145	U251	OVCAR-3	OVCAR-8	PC-3
O=C1O/C(=C(/Br)c2ccccc2)c2ccccc21
    123	101	105	92	109	105	104	108	98
O=C(O)CCCN1C(=O)C2C3CCC(C3)C2C1=O (stereo not given)
    103	107	104	109	115	104	112	103	106
O=S(=O)(NCCCNc1nccc(-n2cnc3ccccc32)n1)c1ccc(Cl)cc1
    117	98	105	83	100	100	107	91	92
S=c1nc2oc(-c3ccccc3)c(-c3ccccc3)c2c(/N=C\c2ccco2)[nH]1
    109	90	88	94	100	91	98	97	86
CCCCC(CC)COC(=O)c1ccc(C(C)C)cc1 (stereo not given)
    96	102	110	119	107	92	109	103	96
COc1ccc(CNC(=O)C2=NOC(Cc3nc4ccccc4o3)C2)cc1 (stereo not given)
    104	92	104	106	109	108	116	103	103
Nc1nc(Nc2ccc(Cl)c(Cl)c2)c(N=O)c(=O)[nH]1
    91	46	88	·	114	44	75	39	89
Cc1cc([N+](=O)[O-])ccc1NC(=O)N(C)CCOC(=O)Nc1ccccc1
    97	63	82	62	85	81	57	80	52
CC/C(=C(\CC)c1ccc(OS(=O)(=O)O)cc1)c1ccc(OS(=O)(=O)O)cc1
    101	75	88	77	96	98	106	100	71
COc1ccc(C2=Nc3c(N)nc(N)nc3NC(c3cccc(Nc4ccnc5cc(Cl)ccc45)c3)C2)cc1 (stereo not given)
    95	77	115	90	95	81	97	89	80

Reprinted at random: four records from the list.
Every second line gives: SK-OV-3	SF-268	OVCAR-5	OVCAR-4	DU-145	U251	OVCAR-3	OVCAR-8	PC-3
COc1ccc(C2=Nc3c(N)nc(N)nc3NC(c3cccc(Nc4ccnc5cc(Cl)ccc45)c3)C2)cc1 (stereo not given)
    95	77	115	90	95	81	97	89	80
O=S(=O)(NCCCNc1nccc(-n2cnc3ccccc32)n1)c1ccc(Cl)cc1
    117	98	105	83	100	100	107	91	92
O=C(O)CCCN1C(=O)C2C3CCC(C3)C2C1=O (stereo not given)
    103	107	104	109	115	104	112	103	106
CC/C(=C(\CC)c1ccc(OS(=O)(=O)O)cc1)c1ccc(OS(=O)(=O)O)cc1
    101	75	88	77	96	98	106	100	71

Additional records.
Every second line gives: SK-OV-3	SF-268	OVCAR-5	OVCAR-4	DU-145	U251	OVCAR-3	OVCAR-8	PC-3
CCC(CC)COC(=O)c1ccc(O)c(O)c1
    67	58	91	77	73	51	78	60	34
COc1ccc2c(c1)/C(=C/c1cc(OC)c(OC)c(OC)c1)C(=O)N2C
    19	0.4*	66	47	-0.6*	5.6*	-72*	29	38
NS(=O)(=O)c1ccc(CCn2c(SCC(=O)Nc3ccc(Cl)cc3)nc3ccccc3c2=O)cc1
    95	84	90	63	78	76	85	78	88
COc1ccc(C2=NN(C=O)C(c3ccc(OS(=O)(=O)c4ccc(C)cc4)c(OC)c3)C2)cc1 (stereo not given)
    84	69	90	41	73	60	61	60	48
CC(C)(C)NCCC(O)c1cc2c(Cl)cc(Cl)cc2c2cc(C(F)(F)F)ccc12 (stereo not given)
    16	-89*	-83*	·	-95*	-94*	-89*	-81*	-92*
C=C(C)[C@@H]1CC[C@]2(C(=O)O)CC[C@]3(C)[C@H](CC[C@@H]4[C@@]5(C)Cc6cc(Cc7ccc(Cl)cc7)oc6C(C)(C)[C@@H]5CC[C@]43C)[C@@H]12
    101	99	108	99	104	89	103	98	83
